CHOP UPR activ – activators of apoptotic arm of unfolded protein response (CHOP). 330,000 tested, 0.34% active. activation, % at 10 µM. AID 449763. CHO-CHOP luciferase reporter, UPR activation, luminescence; percent of tunicamycin response over DMSO baseline;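 active = at 10 µM dose, activation of 40% or more, normalized to positive control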;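 also: 100% = tunicamycin at 10 µg/mL and 0% = DMSO alone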
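Test system: CHO-CHOP cells, stable luciferase reporter of PERK-eIF2a-CHOP signalling | Quantity: 500 CHO-CHOP cells per well | Buffer or medium: F12 plus 10% serum | Compound dosing: 10 µM single point, 0.5% DMSO | Schedule: 6 h compound treatment, 37 °C | Signal: Luciferase luminescence | Control set: Tunicamycin high control, DMSO low control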
697 NFkB inh – inhibitors of the PMA/ionomycin-induced NF-kB reporter in 697 B cells | 697 B-cell NF-kB luciferase reporter, 16 h | inhibition, % at 4 µM | 330,000 tested, 0.33% active; in the data active = inhibition above about 35%
XBP1 UPR activ – adaptive UPR (XBP1) activation. CHO-XBP1 luciferase reporter, IRE1-XBP1 UPR activation, luminescence; percent of tunicamycin response, DMSO as zero. activation, % at 20 µM. 330,000 tested, 0.33% active. AID 463104;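 active = versus positive control, 20 µM dose yields 30% or more activation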;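 also: 100% = tunicamycin at 10 µg/mL and 0% = DMSO only wells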
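Material: IRE1-XBP1 luciferase reporter CHO line / Quantity: one thousand reporter cells per well / Buffer or medium: F12 with 10% serum / Compound: 20 µM single concentration, DMSO 1% / Times: 6 h treatment, 37 °C / Detection: Steady-Glo luciferase glow luminescence, 10 min after reagent addition / Benchmarks: tunicamycin high, DMSO low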
tim23-1 inh – tim23-1 yeast growth inhibition; 330,000 tested, 1.3% active; inhibition, % at 20 µM; S. cerevisiae tim23-1 growth, BacTiter-Glo luminescence, 24 h;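 active = growth inhibition of the mutant yeast at or above 50%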;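 also: temperature-sensitive mutant grown at 25 °C; plate controls were DMSO-treated mutant yeast for no effect and medium wells lacking yeast for full effect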
tim10-1 inh – inhibits growth of tim10-1 mutant yeast; AID 463190; inhibition, % at 20 µM; S. cerevisiae tim10-1 ts strain growth, BacTiter-Glo, 24 h; 330,000 tested, 2.2% active;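 active = inhibition of at least 40%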;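 also: mutant grown at 25 °C; 0% = DMSO wells with yeast and 100% = wells holding no yeast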
TIM10 inh – TIM10 yeast growth inhibition; S. cerevisiae TIM10 strain growth, BacTiter-Glo luminescence, 24 h; inhibition, % at 10 µM; 330,000 tested, 1.4% active; AID 463195;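 active = inhibition of 40% or more at the single tested concentration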;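 also: wild-type TIM10 isogenic control strain grown at permissive 25 °C; 0% = DMSO yeast wells and 100% = minimal medium wells without yeast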
Mdm2-MdmX inh – inhibitors of human Mdm2/MdmX interaction | O15151+Q00987 | SaOS-2 split-luciferase Mdm2/MdmX complementation, luminescence | inhibition, % at 8 µM | 330,000 tested, 3% active | AID 485346;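 active = inhibition of at least 50% at 8 µM in the primary screen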
Target sequence (O15151 whole entry, looked up): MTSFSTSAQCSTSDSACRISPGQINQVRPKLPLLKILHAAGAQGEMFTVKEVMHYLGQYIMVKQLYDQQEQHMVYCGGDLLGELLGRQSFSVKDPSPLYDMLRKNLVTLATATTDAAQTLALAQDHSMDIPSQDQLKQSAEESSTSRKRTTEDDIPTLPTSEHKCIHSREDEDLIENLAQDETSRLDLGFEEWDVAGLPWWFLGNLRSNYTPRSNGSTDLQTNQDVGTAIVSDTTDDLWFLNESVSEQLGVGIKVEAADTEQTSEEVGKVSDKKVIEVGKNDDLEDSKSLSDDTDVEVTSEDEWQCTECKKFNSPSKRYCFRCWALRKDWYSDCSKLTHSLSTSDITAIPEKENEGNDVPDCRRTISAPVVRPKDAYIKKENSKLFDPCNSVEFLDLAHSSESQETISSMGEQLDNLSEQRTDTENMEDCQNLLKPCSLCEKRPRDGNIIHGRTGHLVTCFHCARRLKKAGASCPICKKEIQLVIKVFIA
Target sequence (Q00987 whole entry, looked up): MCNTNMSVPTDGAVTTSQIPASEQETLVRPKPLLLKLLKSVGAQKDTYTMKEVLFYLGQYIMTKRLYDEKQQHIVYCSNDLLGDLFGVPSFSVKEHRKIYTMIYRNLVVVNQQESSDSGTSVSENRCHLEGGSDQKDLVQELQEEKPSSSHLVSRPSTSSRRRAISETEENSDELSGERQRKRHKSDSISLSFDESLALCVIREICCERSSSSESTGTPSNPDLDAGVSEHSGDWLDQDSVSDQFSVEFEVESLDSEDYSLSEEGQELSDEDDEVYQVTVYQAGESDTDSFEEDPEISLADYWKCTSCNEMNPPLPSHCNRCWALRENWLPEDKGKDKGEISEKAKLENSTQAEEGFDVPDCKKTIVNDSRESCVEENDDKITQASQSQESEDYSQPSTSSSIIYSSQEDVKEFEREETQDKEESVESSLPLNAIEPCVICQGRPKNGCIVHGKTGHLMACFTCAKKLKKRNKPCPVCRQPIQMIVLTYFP
Jurkat NFkB inh – inhibitors of the PMA/ionomycin-induced NF-kB reporter in Jurkat cells; PMA/ionomycin-induced NF-kB luciferase reporter, luminescence; inhibition, % at 4 µM; 330,000 tested, 0.53% active; in the data active = inhibition above about 50%
Active calls of the source: *.

item	mol	CHOP UPR activ	697 NFkB inh	XBP1 UPR activ	tim23-1 inh	tim10-1 inh	TIM10 inh	Mdm2-MdmX inh	Jurkat NFkB inh
1	Cc1ccc(S(=O)(=O)N2CCN(C(=O)c3cc(S(=O)(=O)N(C)C)ccc3N3CCCC3)CC2)cc1	-0.7	1	-2	4	4	4	8	-13
2	COc1ccc(-c2c(C)sc(NC(=O)c3ccnn3C)c2C#N)cc1	-0.1	-37	1	6	18	0	5	3
3	CN(CC(=O)Nc1ccc(Cl)c(Cl)c1)C(=O)C12CC3CC(CC(C3)C1)C2	0.2	-9	0	20	45*	60*	-33	0
4	COc1ccc(CC/C(C)=N\NC(N)=O)cc1	-0.7	2	-2	2	7	-3	8	-6
5	COc1ccc(NCc2nnc(SCC(=O)Nc3ccc(OC)cc3)n2C)cc1	-1.2	-40	1	16	11	11	-16	-11
6	CCOc1ccc2[nH]c(C)c(CN(C)C)c(=O)c2c1	-1.1	13	-3	14	5	14	16	-4
7	CC(C)(C)S(=O)(=O)/C(C#N)=C/Nc1ccccn1	1.6	15	-1	2	-2	3	21	5
8	C=C(C)COc1ccc(-c2nc(N)ncc2-c2ccc(OC)c(OC)c2)c(O)c1	-0.2	16	1	31	23	23	40	11
9	C/C(CCc1ccccc1)=N\NC(=O)C1C2CCCCC21 (stereo not drawn)	0.1	-11	-1	5	-23	-13	15	-10
10	C[C@H](CO)N1C[C@H](C)[C@H](CN(C)S(=O)(=O)c2ccccc2)Oc2c(NS(C)(=O)=O)cccc2C1=O	1.3	24	-3	-1	-7	-2	10	5
11	COCCNC(=O)CN1CCC(NC(=O)c2ccco2)CC1	-1.8	-7	0	7	12	-2	-1	-1
12	COc1ccc(Br)cc1CN1CCN(C(=O)c2ccco2)CC1	2.0	-9	-6	2	0	14	-24	13
13	Cc1ccc(C2/C(=C(/O)c3cnn(-c4ccccc4)c3C)C(=O)C(=O)N2CCN2CCOCC2)o1 (stereo not drawn)	4.0	-67	-1	0	3	-8	-3	-35
14	Cc1cc(C)c(S(=O)(=O)N(C)CC(=O)NCc2cccnc2)c(C)c1	1.2	-9	1	-7	5	-6	9	-5
15	O=C1CCCc2ccccc2N1Cc1cccc(Cl)c1	1.2	13	-1	22	25	12	-11	17
16	CCC(C)Sc1cc(-c2nc3ccc(Cl)cn3c2NC2CCCCC2)ccc1OC (stereo not drawn)	0.2	-32	1	32	13	0	29	1
17	O=C(O)c1cc(S(=O)(=O)N2CCN(C(c3ccccc3)c3ccccc3)CC2)ccc1Cl	0.0	13	-5	18	14	-6	1	7
18	CC(NC(=O)CN(C)CC(=O)Nc1ccc(F)c(F)c1F)c1ccccc1 (stereo not drawn)	0.1	-7	2	7	7	21	17	-14
19	COC(=O)Cc1c(O)ccn(C2CC2)c1=O	-0.2	11	-3	-6	-3	0	-24	7
20	Cc1ccc2c(c1)N(CCC(=O)NCc1ccco1)C(=O)CO2	0.2	25	-1	11	7	-3	21	6
21	Brc1ccc(CSc2nnc(-c3cccnc3)o2)cc1	-1.4	-2	2	-21	19	-6	20	-24
22	Cn1cccc1CC(=O)N/N=C/c1cccc([N+](=O)[O-])c1	0.8	2	-4	10	5	0	4	2
23	COc1ccc(C(=O)C2CCCN(Cc3cnc(N4CCOCC4)s3)C2)cc1F (stereo not drawn)	-0.4	0	-2	-2	0	-32	22	11
24	CC1CCC(NC(=O)COc2ccc(C(=O)c3ccccc3)cc2)CC1 (stereo not drawn)	-0.8	-12	-2	15	27	15	11	15
25	CCC(C)NC(=O)c1cc2c(=O)n3cccc(C)c3nc2s1 (stereo not drawn)	2.2	-3	7	27	15	8	13	-8
26	CCCN1CCc2nc(SCC(=O)Nc3ccc(C)c(Cl)c3)[nH]c(=O)c2C1	0.8	15	-2	5	-14	-7	21	13
27	COc1cc2c(cc1NCc1ccc3c(c1)OCO3)oc1ccccc12	7.0	-37	0	2	5	20	-89	-24
28	C[C@@H](C(=O)N1CCNCC1)n1cc(CCC(=O)O)nn1	-0.4	0	0	3	-7	-5	4	0
29	COC(=O)C(CC(C)C)NC(=O)C(Cc1ccccc1)NC(=O)C1CCCN1C(=O)OC(C)(C)C (stereo not drawn)	1.2	15	-1	14	17	5	-23	8
30	CC(=O)Nc1ccc(NC(=O)C(C)Sc2nnc(-c3cccs3)o2)cc1 (stereo not drawn)	-0.3	11	0	4	10	-1	9	23
31	CC(C)C(NC(=O)c1ccccc1Cl)C(=O)OCc1nc2scc(-c3ccccc3Cl)c2c(=O)[nH]1 (stereo not drawn)	-0.3	-5	-2	15	27	-3	-2	4
32	CC(C)c1nc2sc3c(c2c(=O)[nH]1)CC(C)(C)OC3	1.5	-3	-5	2	18	12	7	11
33	Cc1nnc(SCC(=O)NCc2ccco2)[nH]c1=O	-1.0	-13	2	0	8	-4	16	6
34	Cc1ccc(NC(=S)NCCc2c[nH]c3ccccc23)cc1	0.0	-24	-7	-54	6	-17	-21	-24
35	CS(=O)(=O)Nc1ccc(-c2ccc(/C=C3\SC(N)=NC3=O)o2)cc1	-0.5	23	0	9	2	8	-4	5
36	COc1ccc(CCC(=O)Nc2nc3ccccc3[nH]2)cc1	3.0	-9	3	-5	-15	-37	-1	-32
37	CC(=O)Nc1ccc2[nH]c3ccccc3c2c1	0.1	8	-3	18	-5	3	-7	8
38	O=C(CO/N=C/c1cccc([N+](=O)[O-])c1)NC1CCCCC1	0.2	-13	-1	11	5	-2	-5	-30
39	CC(C)(C)C(=O)N1CCC(O)(CS(=O)(=O)Cc2ccccc2Cl)CC1	-2.3	-29	-1	19	13	1	-11	0
40	COc1ccc(C)cc1NC(=O)CSc1nc(=O)n(CCCN2CCOCC2)c2c1CCCC2	1.4	22	-3	-12	-4	-1	15	16
41	CCCCc1ccc(NC(=O)CC(C)(C)C)cc1	3.8	-138	4	21	2	3	-85	-91
42	COc1ccc(/C=C2\SC(=S)N(CCC(=O)N(CCO)c3ccccc3)C2=O)cc1OC	-1.4	19	-5	17	18	-8	41	-3
43	CC(=O)Nc1cccc(N)c1	1.8	12	5	5	0	-5	-13	-3
44	O=C(OCc1cc(=O)n2c(n1)sc1ccccc12)c1ccc(O)cc1	2.6	-36	1	18	33	-3	-23	-18
45	Cc1cc(NS(=O)(=O)c2ccc(NS(=O)(=O)c3ccc(Br)cc3)cc2)no1	0.3	10	-7	-10	-24	7	15	-4
46	O=C(O)c1cccc(Nc2ncnc3sccc23)c1	-1.6	52*	-4	14	-8	2	-6	-17
47	CC1CCN(C(=O)Cn2nnnc2CN2CCOCC2)CC1	1.4	5	-6	9	16	-1	10	6
48	COc1ccc(-c2nc(CS(=O)(=O)CC(=O)Nc3ccc(Cl)cc3)c(C)o2)cc1	3.3	0	-1	8	10	5	-9	-1
49	Cc1cccc(NS(=O)(=O)c2cccc([N+](=O)[O-])c2)n1	0.2	2	1	0	-5	7	3	10
50	S=C(NCCc1ccc(Cl)cc1)NC1CCCC1	-0.5	-25	3	21	43*	9	-7	-14

Single values from the results shown:
Under 697 NFkB inh, #34 has the entry -24
Under Mdm2-MdmX inh, #50 has the entry -7
Under CHOP UPR activ, #45 has the entry 0.3

Quoted from above (4 entries):
item	mol	CHOP UPR activ	697 NFkB inh	XBP1 UPR activ	tim23-1 inh	tim10-1 inh	TIM10 inh	Mdm2-MdmX inh	Jurkat NFkB inh
47	CC1CCN(C(=O)Cn2nnnc2CN2CCOCC2)CC1	1.4	5	-6	9	16	-1	10	6
48	COc1ccc(-c2nc(CS(=O)(=O)CC(=O)Nc3ccc(Cl)cc3)c(C)o2)cc1	3.3	0	-1	8	10	5	-9	-1
49	Cc1cccc(NS(=O)(=O)c2cccc([N+](=O)[O-])c2)n1	0.2	2	1	0	-5	7	3	10
50	S=C(NCCc1ccc(Cl)cc1)NC1CCCC1	-0.5	-25	3	21	43*	9	-7	-14

Returning to the listing with the 2 entries that preceded the break.
item	mol	CHOP UPR activ	697 NFkB inh	XBP1 UPR activ	tim23-1 inh	tim10-1 inh	TIM10 inh	Mdm2-MdmX inh	Jurkat NFkB inh
49	Cc1cccc(NS(=O)(=O)c2cccc([N+](=O)[O-])c2)n1	0.2	2	1	0	-5	7	3	10
50	S=C(NCCc1ccc(Cl)cc1)NC1CCCC1	-0.5	-25	3	21	43*	9	-7	-14
51	Cc1ccc(Cn2c(C(C)Nc3nc(-c4ccc(Cl)c([N+](=O)[O-])c4)cs3)nc3cc(C(F)(F)F)ccc32)cc1 (stereo not drawn)	1.5	-24	-5	19	12	1	8	8
52	CC(=O)Nc1ccc(NC(=O)c2ccccc2N(C)S(=O)(=O)c2ccc(C)cc2)cc1	1.7	9	-3	21	20	-7	21	15
53	CC(C)Cc1nc(N2CCN(C(=O)c3ccccc3)CC2)c(C#N)c2c1CCC2	0.0	-18	0	39	10	19	20	-7
54	CCC/C=C1/CCCOC(C(=O)NCCN2CCOCC2)(C(F)(F)F)C1 (stereo not drawn)	-2.8	16	3	4	-10	-7	-16	-3
55	CC(NC(=O)COc1ccccc1F)C1CC2CCC1C2 (stereo not drawn)	0.2	-8	3	8	25	15	12	-12
56	COc1ccc(O)c(C2(O)C(=O)c3ccccc3C2=O)c1	-1.2	-4	-3	4	-13	-7	-13	-12
57	COC(=O)c1cc(S(=O)(=O)NC2CCC(C)CC2)cn1C (stereo not drawn)	-1.5	5	-3	-3	6	-2	22	-3
58	CCS(=O)(=O)c1ccc(O)c(NC(=O)CCCC(=O)O)c1	0.8	11	-3	9	-1	-5	13	-2
59	CCCCNCc1cc(OCC)c(OCC(N)=O)cc1Br	0.8	9	-2	-4	3	-4	1	-1
60	CCOC(=O)c1ccc(NC(=O)c2cccc(S(=O)(=O)N3c4ccccc4CC3C)c2)s1 (stereo not drawn)	13	-70	10	15	16	0	57*	2
61	CC(=O)OC(COC1C[C@@H]2CC[C@@]1(C)C2(C)C)C[N+]1(C)CCCCC1 (stereo partly drawn)	0.1	-6	-1	14	17	23	14	5
62	O=S(=O)(Nc1ccc(C(F)(F)F)cn1)c1ccccc1	1.3	6	1	19	5	-3	-17	6
63	COc1cc(/C=N/NC(=O)c2cccc(S(=O)(=O)N3CCCCC3)c2)cc(Br)c1O	2.3	-2	1	8	-10	-3	-13	13
64	COc1cc(CN2CCN(c3ccccc3F)CC2)cc(OC)c1O	-1.0	-10	1	-6	19	-4	-28	10

Along the list, from the results shown:
XBP1 UPR activ, entries 57–64, in order: -3, -3, -2, 10, -1, 1, 1, 1
697 NFkB inh, entries 57–64, in order: 5, 11, 9, -70, -6, 6, -2, -10

Screening data: PubChem BioAssay, Sanford-Burnham Center for Chemical Genomics
